POLH inh: blocks human DNA polymerase eta activity; Q9Y253; recombinant Pol eta, fluorescent DNA replication assay; Potency, µM (top dose mostly 114 µM), for inactives: top-dose activity change, negative = inhibition, hits mostly inhibitors; 390,000 compounds, 1.2% hits; also: potency is read from the fitted curve at half-maximal effect; % is scaled to controls: 0 for no effect and ±100 for the full control effect
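Pol eta (10 nM) was preincubated with compounds for 15 min at room temperature, after which fluorescent replication substrate (50 nM final) was added to start the reaction. Fluorescence was read kinetically at 0 and 10 min.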
JMJD2A Tudor inh: inhibitors of human JMJD2A Tudor domain; AlphaScreen JMJD2A-Tudor / H3K4me3 peptide binding; O75164; Potency, µM (top dose mostly 114 µM), for inactives: at the top dose activity change, negative = inhibition, most hits filed as inhibitors; AID 504339; 390,000 compounds, 4.4% hits; also: potency is read from the fitted curve at half-maximal effect; % is scaled to controls: 0 for no effect and ±100 for the full control effect; nearly all actives have a fitted effect of over 50% in size
Target sequence (O75164 whole entry, looked up, the tested form may be a part): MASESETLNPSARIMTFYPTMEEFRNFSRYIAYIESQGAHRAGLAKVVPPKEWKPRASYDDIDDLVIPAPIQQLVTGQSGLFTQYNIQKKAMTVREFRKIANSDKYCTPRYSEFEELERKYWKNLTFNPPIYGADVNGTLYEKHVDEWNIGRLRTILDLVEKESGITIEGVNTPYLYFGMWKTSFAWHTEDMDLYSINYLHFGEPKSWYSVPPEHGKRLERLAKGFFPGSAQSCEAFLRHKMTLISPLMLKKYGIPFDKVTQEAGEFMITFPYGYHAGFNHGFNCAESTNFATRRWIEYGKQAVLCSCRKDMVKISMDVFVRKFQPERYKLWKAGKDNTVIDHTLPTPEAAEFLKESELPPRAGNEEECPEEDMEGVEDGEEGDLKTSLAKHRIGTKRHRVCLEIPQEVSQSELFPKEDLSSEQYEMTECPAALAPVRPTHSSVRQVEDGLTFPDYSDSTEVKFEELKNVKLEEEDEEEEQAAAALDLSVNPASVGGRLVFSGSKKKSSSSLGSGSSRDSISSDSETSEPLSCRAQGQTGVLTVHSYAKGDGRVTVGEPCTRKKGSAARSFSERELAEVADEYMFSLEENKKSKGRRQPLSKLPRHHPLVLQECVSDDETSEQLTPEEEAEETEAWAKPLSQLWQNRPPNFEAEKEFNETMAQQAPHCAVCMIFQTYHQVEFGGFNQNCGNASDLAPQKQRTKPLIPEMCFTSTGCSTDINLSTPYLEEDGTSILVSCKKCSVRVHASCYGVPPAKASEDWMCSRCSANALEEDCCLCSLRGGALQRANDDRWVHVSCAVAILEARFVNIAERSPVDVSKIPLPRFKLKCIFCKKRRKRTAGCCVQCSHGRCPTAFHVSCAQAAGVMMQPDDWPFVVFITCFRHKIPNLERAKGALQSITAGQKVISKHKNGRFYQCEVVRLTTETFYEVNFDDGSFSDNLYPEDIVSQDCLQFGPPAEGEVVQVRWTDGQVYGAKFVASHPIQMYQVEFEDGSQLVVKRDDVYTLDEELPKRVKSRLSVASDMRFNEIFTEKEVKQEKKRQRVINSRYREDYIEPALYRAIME
Pin1 inhibitor: inhibitors of human Pin1 | Q13526 | Pin1 FP peptide displacement, HiFluor488, 10 min | Potency, µM (top dose mostly 115 µM), inactives show top-dose activity, negative = inhibition, most hits filed as inhibitors | AID 504891 | 390,000 compounds, 0.009% hits; active = well fitted inhibition curve with a large enough effect in the polarisation, with a control signal flat, not every such curve was filed as active; inconclusive = small, poorly fitted or top-dose-only effect, or effect the other way, or a change in a side signal; inactive = no such curve, though single readings can be large or run the other way; the % refers to the polarisation; also: potency is read from the fitted curve at half-maximal effect; % is scaled to controls: 0 for no effect and ±100 for the full control effect
BAZ2B inh: BAZ2B (human) inhibition | Potency, µM (highest dose often 114 µM), for inactives: top-dose activity change, negative = inhibition, actives largely listed as inhibitors | AlphaScreen BAZ2B-H3K14Ac peptide displacement | Q9UIF8 | 360,000 compounds, 4.4% hits; also: potency is read from the fitted curve at half-maximal effect; % is scaled to controls: 0 for no effect and ±100 for the full control effect; nearly all actives have a fitted effect of over 60% in size
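BAZ2B (50 nM) with biotin-H3(5-23)K14Ac peptide (50 nM) in PBS pH 7.4, 0.01% Tween-20, preformed 30 min, then compound 30 min at room temperature; top concentration 110uM. AlphaScreen streptavidin donor/nickel chelate acceptor beads (10 ug/mL final), 20 min dark, signal read.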
GLS inh: glutaminase GLS (human) inhibition | O94925 | GLS enzymatic activity, qHTS titration | Potency, µM (doses to about 45.5 µM), for inactives: at the top dose activity change, negative = inhibition, usual class: inhibitors | 410,000 compounds, 0.21% hits | AID 624170; also: potency is read from the fitted curve at half-maximal effect; % is scaled to controls: 0 for no effect and ±100 for the full control effect
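hKGA in 45 mM KH2PO4 (pH 8.2), 0.02% Tween-20 with compound, then 1mM L-Glutamine (stock as added) plus glutamate oxidase/HRP/Amplex red coupling mix. Fluorescence read initially and after 30 min at RT; signal change reflects glutamate formation.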
PI4K2A inh: PI4K2A (human) kinase inhibition; activity change, negative = inhibition, % at 76.9 µM; 420,000 compounds, 0.13% hits; purified PI4K2A, ADP-Glo luminescence, 1 h; hits give low values; in the data active = activity change below about -50%; inconclusive = mostly about -30% to -49%;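 also: -100% = wells without enzyme as full effect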
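ADP-Glo luminescence measured ADP generated by PI4K2A enzyme (4 ug/mL before mixing) with 1.2 mM PI substrate (pre-mix) and 300 microM ATP (pre-mix). Tris pH7.5 buffer with MgCl2, Triton X-100; 1 h reaction at ambient temperature.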
HP1b chromo inh: HP1-beta chromodomain-methylated histone interaction inhibition. Potency, µM (titrated, usually from 114 µM), for inactives: at the highest dose activity change, negative = inhibition, most hits filed as inhibitors. 390,000 compounds, 0.56% hits. P83916. AlphaScreen HP1-beta / biotin-H3K9me3 peptide binding; also: potency is read from the fitted curve at half-maximal effect; nearly all actives have a fitted effect of over 70% in size; inactives centre near 23
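Compound inhibition of the preformed complex between 50 nM HP1-beta and 50 nM biotinylated H3K9me3 peptide was read by AlphaScreen. Buffer was PBS pH 7.4 with 0.01% Tween-20. Incubations ran 30 min at room temperature, with 10 ug/mL donor/acceptor beads.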
G9a block: blocks human histone lysine methyltransferase G9a; 350,000 compounds, 8.8% hits; G9a H3K9 monomethylation, AlphaScreen, 2 h; AID 504332; Potency, µM (series often up to 102 µM), inactives show at the highest dose activity, negative = inhibition, actives largely listed as inhibitors; Q96KQ7; also: potency is read from the fitted curve at half-maximal effect; % is scaled to controls: 0 for no effect and ±100 for the full control effect; nearly all actives have a fitted effect of over 75% in size
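Compounds were preincubated with 20 nM G9a for 15 min, after which biotinylated H3K9 peptide (500 nM) and SAM (20 uM) started a 2 h room-temperature reaction. Monomethylated product was quantified by antibody-based AlphaScreen chemiluminescence.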
PGK inhibitor: inhibitors of T. brucei phosphoglycerate kinase; PGK/GAPDH coupled, Kinase-Glo luminescence, 60 min; Potency, µM (doses to about 57.5 µM), without a hit: at the highest dose activity change, negative = inhibition, most hits filed as inhibitors; 380,000 compounds, 0.043% hits; also: potency is read from the fitted curve at half-maximal effect; % is scaled to controls: 0 for no effect and ±100 for the full control effect; nearly all actives have a fitted effect of over 60% in size
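Luminescent ATP detection (Kinase-Glo Plus) follows a 60-minute room-temperature incubation, with wells lacking PGK as controls. Buffer: 100 mM TEA (pH 7.6), 5 mM MgCl2, 0.01% Tween-20. Coupling enzyme GAPDH (100 nM final) supplies unstable 1,3-BPG in-well.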
* hit, by the source's call; i = inactive; ? = inconclusive; nt = no result given; [ ] = another dose, or the depositor's remark. Unless noted, calls follow the shape of the dose curve; as a rule, active = well fitted curve in the direction sought with a large enough effect; inconclusive = small, poorly fitted or top-dose-only effect, or another doubt; inactive = no such curve, though single readings can be large; an effect the other way counts as inactive or inconclusive.

Molecule	PI4K2A inh	HP1b chromo inh	Pin1 inhibitor	G9a block	PGK inhibitor	BAZ2B inh	JMJD2A Tudor inh	POLH inh	GLS inh
COc1cc(NC(=S)NCCC(c2ccccc2)c2ccccc2)cc(OC)c1	18	10%	nt	-21%	4%	-38%	?	?	1%
CSc1c(-c2ccccn2)c(N)nn1C(=O)C1CCC1	0	135%[activator]	3%	nt	-5%	40%[activator]	79%[activator]	-2%	-3%
CN(CC(=O)Nc1nc2ccc(F)cc2s1)S(=O)(=O)c1ccc(Cl)cc1	-1	25%	11%	?	-8%[11.5 µM]	-6%	-4%	-20%	7%
CCOC(CCc1c(C)nc(NC(C)=O)[nH]c1=O)OCC	6	21%	0%	-2%	-5%	-11%	-8%	-19%	-7%
CC1CC(C)CN(C(=O)c2cc3c(s2)CCC3)C1 (stereo not drawn)	-4	25%	-5%	-5%	-2%	9%	-8%	-7%	8%
Nc1nc(SCC(=O)Nc2cc(C(F)(F)F)ccc2N2CCOCC2)n[nH]1	0	7%	-10%	4%	0%	1%	-9%	-17%	13%
CSCC[C@H](NC(=O)Nc1ccccc1C)C(=O)O	4	35%	4%	-28%	-3%	-3%	15%	-10%	16%
CCOC(=O)c1c(C)[nH]c(CCC(=O)NCc2ccc(OC)cc2OC)c1C	-2	20%[57 µM]	-5%	-6%[59 µM]	i	-4%	-19%	-19%	5%
CS(=O)(=O)c1ccc(NS(=O)(=O)c2ccc(Cl)c(C(=O)NC3=NCCS3)c2)cc1	-1	25%	4%	nt	5%	nt	1%	-10%	17%
Cc1nc2nc3c(c(=O)n2[nH]1)CCC3	-6	13%	9%	6%[12.7 µM]	-3%	13%	-10%	6%	0%
CCN(CC)C(=O)C1CCCN(Cc2cccc(F)c2)C1 (stereo not drawn)	12	-46%	-9%	?	2%	?	3.2µM*	-10%	3%
COC(=O)[C@@]12CCCCN1[C@H](c1ccc(-c3ccccc3)cc1)[C@H]1C(=O)N(C)C(=O)[C@H]12	-2	32%	?	23%[2.33 µM]	9%	9%	-32%	-15%	-2%
COc1ccc(CN2CCCC(C(=O)N3CCCCC3)C2)cc1OC (stereo not drawn)	-2	9%	3%	2.8µM*	nt	71µM*	20µM*	1%	11%
Cc1cccc(NC(=O)Nc2ccc3c(c2)OCO3)n1	4	10%	-6%	nt	-1%	3%	-22%	-3%	-3%
CCCCC(=O)OCC(=O)N1N=C(c2c[nH]c3ccccc23)C(O)C1c1ccc(OC)cc1 (stereo not drawn)	8	4%	-3%	-40%	2%	?	?	-9%	1%
Fc1ccc(CN2CCc3nc(N4CCN(c5ccccc5F)CC4)ncc3C2)c(F)c1	3	13%	-5%	8%[59 µM]	-2%	-9%	-9%	-1%	3%
NC(N)=N/N=C/c1cccc(Cl)c1Cl	5	10%	0%	18µM*	i	-23%	-17%	4%	2%
CC(C)NC(=O)CC(=O)N/N=C\c1ccccc1C(=O)O	3	7%	-6%	27%	-3%	-22%	-12%	-15%	2%
C/C(=N/NC(=O)c1ccc2c(c1)OCO2)c1cccc(NC(=O)C(C)(C)C)c1	6	42%[activator]	-11%	3%	-9%	9%	-23%	-10%	-5%
O=C(NS(=O)(=O)c1ccc2c(c1)OCCO2)c1ccccc1	-2	14%	-13%	7%[12.7 µM]	-11%	11%	?	-12%	2%
COc1ccc(S(=O)(=O)CCc2nnc(NC(C)=O)s2)cc1	9	30%	79%[activator]	-1%	i	-3%	5%	-16%	-9%
O=C(O)c1ccc(N/N=C/c2ccc3c(c2)OCO3)cc1	-67*	22%	8%	nt	?	-22%	-16%	-12%	0%
Cc1ccc2nc3sc(C(=O)N4CCCc5ccccc54)c(N)c3cc2c1	-2	17%	?	3.2µM*	10%	4%	-35%	-12%	7%
COc1ccc(/C=N/N=C/c2ccc(OC)c(OC)c2)cc1OC	0	19%	?	7%[12.7 µM]	-1%	8%	7%	11%	-1%

Another view of some results above:
Second line of a record: PI4K2A inh	HP1b chromo inh	Pin1 inhibitor	G9a block	PGK inhibitor	BAZ2B inh	JMJD2A Tudor inh	POLH inh	GLS inh
> COC(=O)[C@@]12CCCCN1[C@H](c1ccc(-c3ccccc3)cc1)[C@H]1C(=O)N(C)C(=O)[C@H]12
 : -2	32%	?	23%[2.33 µM]	9%	9%	-32%	-15%	-2%
> CCN(CC)C(=O)C1CCCN(Cc2cccc(F)c2)C1 (stereo not drawn)
 : 12	-46%	-9%	?	2%	?	3.2µM*	-10%	3%

Remaining list, next part
Molecule	PI4K2A inh	HP1b chromo inh	Pin1 inhibitor	G9a block	PGK inhibitor	BAZ2B inh	JMJD2A Tudor inh	POLH inh	GLS inh
O=C(Nc1cccc(Cl)c1)c1cc(S(=O)(=O)N2CCC3(CC2)OCCO3)ccc1F	-1	13%	0%	-6%[59 µM]	-4%	7%	-17%	-19%	-1%
Cc1cc(Br)ccc1NC(=O)CN(C)C(=O)CN1C(=O)NC2(CCCC2)C1=O	0	20%	-1%	?	i	-22%	-8%	-17%	-2%
CCN(Cc1ccc(NC(C)=O)cc1)CC1CCCN(CCc2cccc(OC)c2)C1 (stereo not drawn)	-4	21%	1%	nt	2%	?	-11%	-6%	8%
CC(=O)c1ccc(Sc2ccc(C(C)=O)cc2)cc1	-1	40%[activator]	3%	3%[59 µM]	3%	2%	10%	-7%	3%
COCCC(=O)N1CCCC(C(=O)c2ccc3c4c(cccc24)CC3)C1 (stereo not drawn)	3	38%	-1%	15%[0.501 µM]	i	-8%	-15%	-11%	3%
CCOC(=O)c1cc(-c2ccc(C)cc2)n(CCC(=O)NCCCOC)c1C	2	22%	4%	-34%[59 µM]	2%	-35%	-35%	-14%	-5%
Nc1ccccc1N1C(=O)c2cccc3cccc(c23)C1=O	6	48%[activator]	-2%	nt	i	nt	-12%	-20%	-12%
Cc1ccnc(NC(=O)c2cccc(NC(=O)c3ccc(Cl)c(Cl)c3)c2)c1	0	39%	11%	nt	0%	nt	-6%	-11%	-3%
CCSc1nn(CC(=O)Nc2cccc(CC)c2)c(N)c1S(=O)(=O)c1ccccc1	4	11%	38%[activator]	-29%[59 µM]	i	?	-28%	-15%	-8%
O=C(NNC(=O)c1ccc(Cn2cccn2)o1)NC12CC3CC(CC(C3)C1)C2	-3	28%	-7%	15%	-6%	-4%	-11%	-10%	11%
CCn1c(=O)n(-c2cccc(Cl)c2)c(=O)c2sc3ccccc3c21	-5	37%[activator]	-3%	-2%[59 µM]	-6%	1%	-11%	-16%	2%
O=C(O)CCC1(C(=O)O)CCC(=O)c2ccccc21 (stereo not drawn)	1	31%	-3%	nt	-5%	nt	-1%	-12%	-7%
Cc1ccc2onc(CNC(=O)NCc3cccc(Cl)c3)c2c1	2	21%	-1%	0%[59 µM]	8%	-20%	-6%	-18%	12%
COc1ccc(-c2nnn(CC(=O)N(c3cccc(O)c3)C(C)C(=O)NC3CCCC3)n2)cc1OC (stereo not drawn)	2	15%	-2%	-22%	-1%	-25%	-29%	?	4%
Cc1ccc(S(=O)(=O)N2CCN(C(=O)CSc3nncs3)CC2)cc1	-3	5%	1%	16%	-5%	24%	3%	10%	0%
O=C(COc1ccc(Br)cc1CO)N1CCCc2ccccc21	-2	28%	-1%	20%	i	-4%	-14%	-12%	-2%
CCOC(=O)N1CCC(NC(=O)c2ccc3c(c2)N=C(C)c2ccccc2S3)CC1	7	1%	4%	18%[59 µM]	-10%	-22%	?	-20%	3%
COc1ccc(C=NNC(=O)CCCC(=O)NN=Cc2ccc(OC)c(OC)c2)cc1OC	0	39%	10%	nt	-6%	nt	?	-21%	0%
COC(=O)c1ccc(NC(=O)Nc2ccc(OC)c(OC)c2)cc1	7	11%	1%	-20%	7%	-22%	-14%	-13%	11%
CC(NC(=O)C(=S)N1CCN(C)CC1)c1ccccc1 (stereo not drawn)	0	42%[activator]	-6%	-5%	-4%	1%	-3%	-15%	-10%
COc1ccc(C)cc1NC(=O)CCN1CCN(c2ccccc2F)CC1	8	30%	-7%	8%	-7%	-8%	4%	-11%	-5%
O=C(OCc1ccccc1)N1CCC2CC1c1ccc(Cl)cc12 (stereo not drawn)	1	nt	nt	nt	-3%	nt	nt	-13%	1%
CCc1nnc(NC(=O)C2CCCN2C(=O)NC2CCCCC2)s1 (stereo not drawn)	2	43%[activator]	-2%	-20%[12.7 µM]	-7%	-2%	-9%	0%	9%
COC(=O)[C@@H](NC(=O)Nc1ccc(S(N)(=O)=O)cc1)C(C)C	3	33%	-1%	4%	10%	3%	3%	-5%	-1%
COc1ccc(CNC(=O)CCNC(=O)N2CCn3c2nc2ccccc23)cc1	0	34%	-5%	45µM*	-12%	-17%[57.1 µM]	40µM*	?	19%
O=C1c2ccsc2SCCN1Cc1ccccc1	-1	37%[activator]	6%	9%	4%	-3%	2%	-5%	1%
O=C1Nc2cc(C(=O)N3CCN(c4ccc(F)cc4)CC3)ccc2NC1CSCc1cccc(F)c1 (stereo not drawn)	-3	?	?	10µM*	-6%	-37%	20µM*	-9%	0%
CCN1CCN(C(=O)c2cc3c(=O)oc4ccc(C)cc4c3s2)CC1	-8	34%	-2%	-26%	?	3%	-1%	2%	-1%
CN(CC(=O)Nc1ccc(OC(F)(F)F)cc1)C1CCCCC1	5	-3%	-6%	?	4%	?	-8%[11.4 µM]	-10%	?
COCCNCc1nc2sc(C)c(-c3ccccc3)c2c(=O)[nH]1	-2	9%	7%	nt	11%	1%	?	-18%	4%

Some of the compounds tested. The share of hits here may be higher or lower than overall.
